Bcl-xL primary – inhibitors of human Bcl-xL, primary screen, biochemical, fluorescence polarization, HTS; Bcl-2-like protein 1 (Homo sapiens), Q07817; GST-Bcl-xL / FITC-Bim BH3 peptide fluorescence polarization; inhibition, % at 10.9 µM; 0.7% of 320,000 active;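 active means inhibition above the mean of all tested compounds plus 3 SD, cutoff set per campaign, cut at about 30% in these data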;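 further: 0% = DMSO wells and 100% = unlabeled Bim-BH3 peptide competitor; inhibitors lower millipolarization by displacing the labeled peptide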
Target sequence (Q07817 whole entry, looked up): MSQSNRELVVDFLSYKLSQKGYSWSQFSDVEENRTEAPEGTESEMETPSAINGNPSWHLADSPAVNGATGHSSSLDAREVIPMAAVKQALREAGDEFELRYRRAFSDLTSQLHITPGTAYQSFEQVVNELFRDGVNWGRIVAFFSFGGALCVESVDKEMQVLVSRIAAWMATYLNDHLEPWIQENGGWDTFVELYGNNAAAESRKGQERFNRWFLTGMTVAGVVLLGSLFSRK
Yeast superoxide – reduction of superoxide in aged yeast, primary screen, HTS; S. cerevisiae aged cells, superoxide DHE fluorescence; stronger effect = lower value; 0.18% of 330,000 active; superoxide response (% of plate mean), % at 10 µM;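 active means superoxide response under a set limit, about three screen SD below normal, cut at about 65% in these data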;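 further: yeast aged for seven days with compound at 30 °C before DHE staining; 100% = average MFI of all compound-treated wells on the plate with controls excluded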
MCL1-BIM inh – inhibitors of MCL1 binding to BIM-BH3, primary screen, biochemical, fluorescence polarization; GST-MCL1 / FITC-Bim-BH3 fluorescence polarization; inhibition, % at 10.9 µM; 0.68% of 320,000 active; AID 2057, 2009;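 active means inhibition above the mean inhibition of all tested compounds plus 3 SD, set per campaign, cut at about 40% in these data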;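 further: 0% = DMSO wells and 100% = unlabeled Bim-BH3 peptide control; higher means more loss of mP so more displacement of Bim peptide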
MEX-5 binding – MEX-5 zinc finger RNA-binding disruptors – biochemical, C. elegans, fluorescence polarization, MLPCN library, primary screen. Zinc finger protein mex-5 (Caenorhabditis elegans), Q9XUB2. MEX-5/FITC-TCR2 RNA binding; stronger effect = lower value. activity score (negative = inhibition of binding), % at 10 µM. 0.38% of 300,000 active. AID 1832, 2009;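 active means inhibition past about -25% in most replicates, and total fluorescence under double the plate's negative control median, limit read from the data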;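 further: 0% = DMSO and -100% = 5 µM competing unlabeled TCR2 RNA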
Target sequence (Q9XUB2 whole entry, looked up): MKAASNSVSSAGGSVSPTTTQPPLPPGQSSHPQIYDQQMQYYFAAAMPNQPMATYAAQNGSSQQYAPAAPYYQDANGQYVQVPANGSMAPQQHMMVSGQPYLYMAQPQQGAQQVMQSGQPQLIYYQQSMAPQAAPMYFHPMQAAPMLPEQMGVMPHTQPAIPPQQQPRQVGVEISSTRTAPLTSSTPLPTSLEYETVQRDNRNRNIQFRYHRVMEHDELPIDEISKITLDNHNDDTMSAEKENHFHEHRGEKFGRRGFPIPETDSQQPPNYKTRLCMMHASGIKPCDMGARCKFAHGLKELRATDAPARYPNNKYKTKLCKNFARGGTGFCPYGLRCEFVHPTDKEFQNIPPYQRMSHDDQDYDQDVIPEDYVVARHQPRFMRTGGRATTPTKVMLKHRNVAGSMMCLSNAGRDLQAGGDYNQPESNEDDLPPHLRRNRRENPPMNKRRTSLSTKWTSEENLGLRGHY
Efflux pump mplx – inhibitors of Candida efflux pumps in yeast, primary screen, S. cerevisiae, Nile Red, multiplex | S. cerevisiae Candida pump triplex | inhibition, % at 10 µM | 0.44% of 330,000 active | AID 485275, 2010;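 active means plate passing quality check with inhibition over a set limit, or well fluorescence over plate mean plus 4 SD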;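 further: Nile Red retained in pooled yeast measured as flow cytometry median fluorescence; 0% = buffer negative control and 100% = Enniatin B positive control; higher means more Nile Red kept so more efflux inhibition; some compounds called inactive have numbers as strong as hits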
GLD-1 TGE inh – GLD-1/TGE RNA complex disruptors, primary screen, biochemical, fluorescence polarization | Female germline-specific tumor suppressor gld-1 (Caenorhabditis elegans), Q17339 | purified GLD-1 + fluorescein TGE RNA | inhibition, % at 5.96 µM | 0.44% of 320,000 active | AID 2280, 2010;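 active means percent inhibition above a per-plate cutoff, the plate mean of test compounds plus 3 SD, cut at about 30% in these data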;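 further: 0% = DMSO wells with GLD-1 and probe and 100% = wells lacking GLD-1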
EBNA-1 inh – EBNA-1 DNA-binding inhibitors, primary screen, biochemical, fluorescence polarization. inhibition, % at 14.8 µM. 0.34% of 300,000 active. AID 1950, 2009; in the data active means inhibition above about 28%
ZTA DNA inh – counter-screen for EBNA-1 inhibitors: inhibitors of Epstein-Barr virus ZTA; inhibition, % at 11 µM; 0.15% of 320,000 active; AID 2234; ZTA-DNA binding, fluorescence polarization; in the data active means inhibition above about 33%
Target sequence (P03206 whole entry, looked up): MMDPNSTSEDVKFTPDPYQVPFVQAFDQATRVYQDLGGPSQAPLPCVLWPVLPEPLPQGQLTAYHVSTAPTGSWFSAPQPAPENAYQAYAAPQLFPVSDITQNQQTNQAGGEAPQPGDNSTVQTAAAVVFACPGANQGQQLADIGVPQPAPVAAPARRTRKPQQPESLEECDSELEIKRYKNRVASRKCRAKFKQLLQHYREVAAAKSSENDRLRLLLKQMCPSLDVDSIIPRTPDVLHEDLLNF
Fam108B counter – mouse Fam108B serine hydrolase inhibitors, primary screen, counter-screen for RBBP9 inhibitor project, biochemical, fluorescence polarization. inhibition, % at 9.51 µM. 0.33% of 300,000 active. recombinant Fam108B, FP-Rh probe fluorescence polarization. AID 1947, 2009;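 active means inhibition above the screen mean inhibition plus 3 SD, computed separately per campaign, cut at about 18% in these data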;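 further: inhibitors lower polarization as less probe binds the enzyme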
* hit, by the source's call; x = not tested or not shown.

SMILES	Bcl-xL primary	Yeast superoxide	MCL1-BIM inh	MEX-5 binding	Efflux pump mplx	GLD-1 TGE inh	EBNA-1 inh	ZTA DNA inh	Fam108B counter
COc1ccc(CCNC(=O)[C@H](C)NC(=O)N2CCn3c2nc2ccccc23)cc1OC	1	90	0	3.7	-0.1	5	6	1	0
CCn1c(=O)c2ccccc2n(Cc2ccccc2C)c1=O	-1	97	-4	-0.5	0.0	4	-2	1	-4
COC(=O)c1ccccc1NC(=O)C1CCCO1 (centres undefined)	6	107	10	-1.7	-0.6	2	-6	-21	4
CC(=O)c1c(C)nc(-c2cccc([N+](=O)[O-])c2)n1O	11	102	3	-0.9	-0.1	7	11	9	0
COc1cccc(C(=O)NCC(=O)N2CCC(C)CC2)c1	3	97	2	2.2	0.1	3	-13	8	0
Cc1ccc(C(=O)N/N=C\c2ccccn2)cn1	3	89	3	-5.0	0.1	2	-15	-8	4
CS(=O)(=O)N1CCc2cc(C(=O)NC3CC3)ccc21	7	90	-1	3.1	-0.2	-2	-2	-14	2
COc1ccc(C(=O)COC(=O)CCCN=C2NS(=O)(=O)c3ccccc32)c(OC)c1	-4	95	-5	-7.5	0.1	-1	-25	-8	-3
O=C(COC(=O)c1cccnc1Cl)c1ccc(OC(F)F)cc1	2	84	-2	1.9	0.0	4	12	1	-3
CC(C)c1onc(C(=O)NCc2ccc(Cl)cc2)c1[N+](=O)[O-]	6	110	4	-2.0	-0.6	9	7	6	3
COc1ccc(-c2cc(C(=O)NCCCn3ccnc3)c3ccccc3n2)c(OC)c1	1	97	8	1.5	-0.2	-2	-3	-3	-2
CSCCC(NC(=O)c1ccccc1)C(=O)NC1CC1 (centres undefined)	6	97	6	0.9	0.1	4	-6	-7	-1
COc1ccc(OC)c(NC(=S)N2CCc3ccccc3C2)c1	-3	94	7	-0.5	-0.1	1	1	-10	2
NC(=O)C1(N2CCCCC2)CCN(C(=O)NC23CC4CC(CC(C4)C2)C3)CC1	3	108	11	-5.4	-0.1	4	6	4	-1
COc1cccc(C(=O)Nc2cc3c4c(c2)CC(=O)N4CCC3)c1	7	98	8	0.2	-0.1	0	-9	-20	3
O=C(C1CCC(=O)N(C2CC2)C1)N1CCN(c2ccc(Cl)cc2)CC1 (centres undefined)	2	100	1	-0.4	0.0	2	-4	-7	1
O=C(CSCc1ccc(Cl)cc1Cl)Nc1ccccc1C(=O)Nc1ccc(C(=O)O)cc1	5	96	-1	-1.5	0.1	-3	-5	-5	-2
NS(=O)(=O)c1ccc(NC(=O)CN2CCCN(S(=O)(=O)c3ccc(F)cc3)CC2)cc1	4	111	-6	-0.6	0.0	12	-8	7	-4
Nc1nnn(CC(=O)N/N=C/c2cccc3ccccc23)n1	7	77	3	-4.6	-0.4	2	5	3	4
CC(NC(=O)c1ccc(OC2CCN(S(=O)(=O)N(C)C)CC2)cc1)C1CC1 (centres undefined)	6	83	1	1.9	0.1	7	8	-5	1
COC(=O)/C(NC(C)=O)=C(\C)c1ccc(Cl)cc1	5	76	6	-1.7	-0.2	-4	8	0	0
CCCN1Cc2cccc(C(=O)NC(CC(=O)OCC)c3ccc(C)cc3)c2C1=O (centres undefined)	-1	101	1	-1.0	0.1	-2	-6	4	4
Cc1ccc(S(=O)(=O)CC(N)=O)cc1	4	89	4	2.3	-0.2	2	-1	-21	-4
O=C1COc2ccc(C(=O)CSc3nc4ccccc4c(=O)n3-c3ccc(Cl)c(Cl)c3)cc2N1	7	97	4	-0.2	0.0	-2	2	-14	-7
CC1(c2nnc(Cc3ccccc3)o2)CC(c2ccc(Cl)cc2)=NO1 (centres undefined)	-2	x	-3	1.1	x	-2	1	0	2
Cn1c(N)c(C(=O)COC(=O)CC2CC3CCC2C3)c(=O)n(C)c1=O (centres undefined)	-1	102	3	-0.3	0.0	-4	-2	-4	-1
CC[N+](C)(C)c1cccc(O)c1	4	97	10	-3.0	0.0	-1	5	9	-3
CCNc1cc(N2CCCC2)ccc1[N+](=O)[O-]	-1	95	-8	-1.7	0.2	-2	-5	1	-6
COc1ccc(C(=O)CNc2ccccc2CO)cc1	8	92	1	0.0	-0.1	2	-4	-8	-1
Cc1ccc(NC(=O)Cn2ccc([N+](=O)[O-])n2)cc1C	6	91	4	1.7	-0.2	0	2	1	2
O=C(CN1CCOCC1)Nc1nc2ccc(Cl)cc2s1	2	97	-1	2.2	0.2	6	5	3	2
Cc1ccc2nc(N3CCOCC3)c(C=O)cc2c1	16	96	19	4.3	-0.1	8	-1	-4	6
COC(=O)c1cc(O)c(O)c(O)c1	11	124	16	-22	0.0	-3	-2	-10	-5
COc1ccc(CNS(=O)(=O)c2cc(Br)cc3c2N(C(C)=O)C(C)C3)cc1 (centres undefined)	4	102	7	-0.2	0.3	1	4	0	-1
COc1ccc2c(c1)CCC/C2=N\Nc1nc(C(=O)NN)cs1	4	107	3	1.3	0.2	1	-13	-5	8
Cc1c(N(C(=O)c2ccccn2)C2(C(=O)NC3CCCCC3)CCCCC2)c(=O)n(-c2ccccc2)n1C	0	109	1	-1.4	0.1	-8	-2	0	0
C=C(C)Cn1c(SCC(=O)NCc2ccco2)nc2sc3c(c2c1=O)CCC3	5	94	14	2.1	-0.2	-1	-1	-10	2
COc1ccc(C(=O)c2cc([N+](=O)[O-])ccc2N2CCOCC2)cc1	2	86	-2	-3.0	-0.5	-3	9	15	4
N#C/C(=C/c1ccc(N2CCCCCC2)o1)c1cccc(F)c1	-82	108	-123	3.7	0.0	-30	-7	2	6
S=c1ccc2ccccc2[nH]1	6	122	-2	-1.5	-0.1	-1	0	3	0
COc1ccc(-c2nc(CS(=O)CC(=O)NC3CCCc4ccccc43)c(C)o2)cc1OC (centres undefined)	-23	100	-7	0.9	0.0	-15	-1	9	3
Cc1cc(C)c(C#N)c(N2CCN(c3ccccc3F)CC2)n1	17	105	12	-3.6	0.0	1	-4	2	-4
Cn1cnnc1SCc1ccc(C(=O)N=Nc2c(O)n(Cc3ccc(Cl)cc3)c3ccccc23)cc1	-1	107	0	1.5	2.2	-3	-4	0	-1
COc1ccc(C(=O)OCC[N+]2(C)CCCCC2)cc1	-10	93	-19	0.6	0.0	4	-12	-23	2
Cc1ccc(S(=O)(=O)NC2CCCCC2)c(C)c1NS(C)(=O)=O	0	93	-1	-0.6	0.0	-1	10	5	0
CCOC(=O)/C(C#N)=C/C1=C(N2CCOCC2)C(C)(C)OCC1	3	95	4	0.5	0.9*	-2	-2	4	-4
CN1CCN(S(=O)(=O)c2ccc(NC(=O)c3ccc([N+](=O)[O-])cc3)cc2)CC1	-3	122	-9	1.8	0.1	-4	-6	-8	2
CC(CCc1ccccc1)NC(=S)NC(=O)c1ccco1 (centres undefined)	2	109	8	3.1	0.0	0	-2	-9	2
Cc1cccc(/C=N/NC(=O)c2ccc(NC(=O)c3ccc(F)cc3)cc2)n1	-4	108	-4	7.5	-0.1	7	7	4	0
COc1ccc(CCNC(=O)c2c(C)nc3ccccn23)cc1	1	96	-4	-2.6	-0.1	2	-6	5	3
COC(=O)NC1CCC(NC(=O)OC)CC1 (centres undefined)	2	102	0	-3.7	-0.6	5	0	-19	0
COc1ccc(-n2nc3c(c2NC(=O)C(C)Oc2ccccc2)CS(=O)C3)cc1 (centres undefined)	-1	106	-3	1.3	0.1	3	-10	2	-4
Cc1cc(C)c(C)c(S(=O)(=O)N2CCC(C(=O)Nc3ccncc3)CC2)c1C	1	102	-2	-2.0	0.1	1	10	2	0
Cc1cccc(NC(=O)CSc2nnc(-c3ccncc3)n2CC2CCCO2)c1 (centres undefined)	0	111	-4	0.8	0.0	4	0	18	-1
O=S(=O)(Cc1ccccc1)NCC1CCCO1 (centres undefined)	1	101	8	-1.4	0.3	-7	-7	5	4
Cc1ccc(S(=O)(=O)NC2=C(N3CCN(Cc4ccccc4)CC3)C(=O)c3ccccc3C2=O)cc1	10	142	4	1.9	0.2	4	13	16	0
CCC(NS(=O)(=O)c1ccc2c(c1)Cc1cc(S(=O)(=O)NC(CC)C(=O)O)ccc1-2)C(=O)O (centres undefined)	0	107	6	-0.5	0.1	5	-7	-2	6
O=C(COc1ccc(F)cc1)N/N=C/c1cccc2cccnc12	5	93	8	1.6	-0.1	6	1	-4	7
O=C(CN1C(=O)COc2ccc(Cl)cc21)Nc1ccccn1	3	95	4	-1.8	0.1	4	4	-4	3

For convenience, part of the list above:
SMILES	Bcl-xL primary	Yeast superoxide	MCL1-BIM inh	MEX-5 binding	Efflux pump mplx	GLD-1 TGE inh	EBNA-1 inh	ZTA DNA inh	Fam108B counter
COc1ccc(-c2nc(CS(=O)CC(=O)NC3CCCc4ccccc43)c(C)o2)cc1OC (centres undefined)	-23	100	-7	0.9	0.0	-15	-1	9	3
Cc1cc(C)c(C#N)c(N2CCN(c3ccccc3F)CC2)n1	17	105	12	-3.6	0.0	1	-4	2	-4
Cn1cnnc1SCc1ccc(C(=O)N=Nc2c(O)n(Cc3ccc(Cl)cc3)c3ccccc23)cc1	-1	107	0	1.5	2.2	-3	-4	0	-1
COc1ccc(C(=O)OCC[N+]2(C)CCCCC2)cc1	-10	93	-19	0.6	0.0	4	-12	-23	2
Cc1ccc(S(=O)(=O)NC2CCCCC2)c(C)c1NS(C)(=O)=O	0	93	-1	-0.6	0.0	-1	10	5	0
CCOC(=O)/C(C#N)=C/C1=C(N2CCOCC2)C(C)(C)OCC1	3	95	4	0.5	0.9*	-2	-2	4	-4
CN1CCN(S(=O)(=O)c2ccc(NC(=O)c3ccc([N+](=O)[O-])cc3)cc2)CC1	-3	122	-9	1.8	0.1	-4	-6	-8	2
CC(CCc1ccccc1)NC(=S)NC(=O)c1ccco1 (centres undefined)	2	109	8	3.1	0.0	0	-2	-9	2
Cc1cccc(/C=N/NC(=O)c2ccc(NC(=O)c3ccc(F)cc3)cc2)n1	-4	108	-4	7.5	-0.1	7	7	4	0
COc1ccc(CCNC(=O)c2c(C)nc3ccccn23)cc1	1	96	-4	-2.6	-0.1	2	-6	5	3
COC(=O)NC1CCC(NC(=O)OC)CC1 (centres undefined)	2	102	0	-3.7	-0.6	5	0	-19	0
COc1ccc(-n2nc3c(c2NC(=O)C(C)Oc2ccccc2)CS(=O)C3)cc1 (centres undefined)	-1	106	-3	1.3	0.1	3	-10	2	-4

Screening results (PubChem BioAssay)
